Screening data: PubChem BioAssay, NCI
Growth percent in the NCI-60 one-dose screen (48 h, 10 µM unless noted): 100 = growth as untreated, 0 = no growth, -100 = all killed.
SK-MEL-28: SK-MEL-28 melanoma. actives 4.1% (n = 81,000). AID 1794761
SK-MEL-5: SK-MEL-5 melanoma. actives 6.4% (n = 80,000)
M14: M14 melanoma | actives 6.2% (n = 80,000)
HOP-92: HOP-92 NSCLC cells. actives 6.3% (n = 71,000)
A549/ATCC: A549/ATCC NSCLC; AID 1794740; actives 3.7% (n = 81,000)
EKVX: EKVX NSCLC. actives 3% (n = 71,000)
HOP-62: HOP-62 NSCLC | AID 1794735 | actives 3.9% (n = 80,000)
CCRF-CEM: CCRF-CEM leukemia; actives 7% (n = 77,000); AID 1794778
Starred values were filed as active, the others as inactive; · = no result given; & = joins results of further samples; ! = a repeat was not active. Rule for the calls: active = growth percent below 10; inactive = the rest.

1) CC(Nc1ncnc2ccc(-c3cnc(N)nc3)cc12)c1ccccc1 (stereo unspecified)
2) NC(=Nc1ccc(N)cc1)C(N)=Nc1ccc(N)cc1
3) O=[N+]([O-])c1ccc(Nc2ccccc2N=Cc2ccccc2O)c2nonc12
4) COc1ccc(C(=O)c2cc(F)c(F)c(OC)c2F)c(O)c1O
5) CNC(=O)c1ccnc(Cn2nc(C)c(NC(=O)c3ccc(COc4ccc(C(F)(F)F)cc4C)cc3)c2C)c1
6) C=CCN(CC=C)c1ncnc2[nH]ncc12
7) O=S(=O)(O)NC1CCCCC1
8) Cn1cc(-c2nn3c(=O)cc(-c4ccsc4)nc3s2)c2ccccc21
compound no.,1,2,3,4,5,6,7,8
SK-MEL-28,50.2,117.0,108.4,90.9,100.9,104.5,104.7&117.8,103.5
SK-MEL-5,26.4,98.7,98.4,86.3,69.9,107.3,95.3&114.5,99.2
M14,48.3,99.7,97.1,71.1,85.3,93.8,92.2&116.7,105.2
HOP-92,-0.5*,112.3,94.4,89.7,81.0,85.0,91.8&104.4,·
A549/ATCC,32.7,68.4,99.8,67.6,75.1,101.7,95.9&98.0,109.7
EKVX,13.5,106.8,100.6,102.8,81.7,87.9,98.3&118.4,100.4
HOP-62,31.2,106.7,89.1,65.0,86.3,91.4,97.4&102.8,122.1
CCRF-CEM,36.4,·,101.6,82.3,77.3,91.3,95.7&103.3,100.5

9) OCC(CCl)(CCl)CCl
10) COc1ccc(NC(=O)NS(=O)(=O)c2c[nH]c(=S)[nH]c2=O)cc1
11) COC(=O)c1cc(C(=O)C(F)(F)F)n2c1ccc1c3ccccc3ccc12
12) Cn1c(=O)c2[nH]c(SCc3cccnc3)nc2n(C)c1=S
13) CC(C)=CCCC(C)c1ccc(C)c2c1OCN(CC1CCNCC1)C2 (stereo unspecified)
14) Cc1ccc(C(C)C)cc1NC(=O)C(C)c1ccc(CC(C)C)cc1 (stereo unspecified)
15) CC(C)Nc1nc(N)nc2nc(-c3ccc(Cl)cc3)c(-c3ccc(Cl)cc3)nc12
16) C/C=C\C=N\NC(=O)N/N=C\C=C\C
compound no.,9,10,11,12,13,14,15,16
SK-MEL-28,102.5,112.2,104.7,124.2,92.5,97.8,103.2,112.4
SK-MEL-5,101.9,103.4,106.0,118.3,42.2,97.9,101.7,101.9
M14,99.7,105.3,102.3,112.0,-95.4*,105.4,98.1,106.6
HOP-92,92.5,95.2,104.4,95.1,12.3,107.8,92.1,82.8
A549/ATCC,101.8,77.8,99.1,107.9,54.1,98.3,93.6,108.6
EKVX,92.3,92.5,99.6,93.6,93.0,102.8,102.7,108.1
HOP-62,97.4,93.1,112.4,98.8,95.4,103.7,89.3,109.8
CCRF-CEM,96.7,96.1,97.7,99.8,26.7,100.2,106.4,96.7

17) CCOC(=O)C(c1ccccc1)c1ccccc1
18) CCNCCCCCCNc1cc(OC)cc2cccnc12
19) O=C1Nc2ccccc2/C1=N/N1C(=O)CNC1=S
20) CCC1=C(Nc2ccccc2)COC1=O
21) O=C(NNC(=O)c1ccncc1)C1=CN=C2Sc3ccccc3N2[C@H]1c1ccccn1
22) Cc1cc(N/N=C/c2ccccn2)nc2c(C)cccc12
23) NC(=O)NC(=O)/C=C/C(=O)O
24) COc1ccc(C2CC(c3ccc4c(c3)OCO4)=Nc3c(N)ncnc3N2)cc1 (stereo unspecified)
compound no.,17,18,19,20,21,22,23,24
SK-MEL-28,119.1,113.7,101.3,125.3,·,98.4,103.1,112.3
SK-MEL-5,107.7,106.9,93.7,111.2,·,81.8,102.4,87.8
M14,106.3,104.9,91.9,89.4,97.7,97.6,103.0,104.9
HOP-92,·,68.4,66.4,87.5,90.2,52.4,100.2,62.4
A549/ATCC,101.2,109.1,95.2,89.8,101.2,71.5,·,104.2
EKVX,96.3,104.5,76.7,100.1,78.9,·,·,119.3
HOP-62,98.3,97.6,93.3,80.3,90.9,86.6,97.9,88.6
CCRF-CEM,102.6,84.3,111.8,104.1,103.4,85.7,·,3.4*

Record cards, as listed above.
`CC(Nc1ncnc2ccc(-c3cnc(N)nc3)cc12)c1ccccc1` (stereo unspecified) is entered as SK-MEL-28 = 50.2; SK-MEL-5 = 26.4; M14 = 48.3; HOP-92 = -0.5*; A549/ATCC = 32.7; EKVX = 13.5; HOP-62 = 31.2; CCRF-CEM = 36.4
`O=C1Nc2ccccc2/C1=N/N1C(=O)CNC1=S` is entered as SK-MEL-28 = 101.3; SK-MEL-5 = 93.7; M14 = 91.9; HOP-92 = 66.4; A549/ATCC = 95.2; EKVX = 76.7; HOP-62 = 93.3; CCRF-CEM = 111.8

The results go on:
25) O=C(O)CC(=O)Nc1ccccc1
26) NC(=O)c1ncn([C@@H]2O[C@H](CO)[C@@H](O)[C@H]2O)n1
27) [C-]#[N+]c1c(-c2ccc(Cl)cc2)cc(-c2ccc(N)cc2)[nH]c1=O
28) Cc1nc2ccccc2c(/C=C/c2ccccc2)c1C(=O)/C=C/c1ccc2c(c1)OCO2
29) O=C(/C=C\c1ccc([N+](=O)[O-])cc1)c1ccc(NC2=CC(=O)c3ccccc3C2=O)cc1
30) COc1ccc(NC(=O)Cn2c3ccc(Cl)cc3c3ccc([C@H](C)C(=O)O)cc32)cc1
31) COc1cc(C2C=C(C)N=C3SC=NN32)cc(OC)c1OC (stereo unspecified)
32) CC(C)(C)c1c(C#N)nnc2cc(-c3ccccc3)nn12
compound no.,25,26,27,28,29,30,31,32
SK-MEL-28,122.3,114.6,105.7,99.4,114.8,95.2,100.0,100.3
SK-MEL-5,105.8,·,97.6,60.6,85.2,94.6,103.5,58.4
M14,118.5,98.8,94.7,75.5,99.4,107.2,108.7,91.4
HOP-92,·,·,73.7,65.8,86.3,67.6,91.4,60.7
A549/ATCC,91.4,91.2,102.3,59.6,98.6,86.7,100.6,80.8
EKVX,107.3,96.9,·,68.8,89.0,90.1,·,72.6
HOP-62,101.6,97.2,111.1,98.8,92.6,95.8,101.6,88.7
CCRF-CEM,104.9,76.9,102.8,33.4,·,91.2,90.7,58.0

33) CN(C)c1oc(/C=C/c2nc(C#N)c(N(C)C)o2)nc1C#N
34) COc1ccc(NC(=O)/C=C/c2ccc(N(C)C)cc2)cn1
35) O=S(=O)(NCCCNc1nccc(-c2[nH]c(-c3ccccc3)nc2-c2ccc(F)c(O)c2)n1)c1ccc(Br)cc1
36) Cn1ncc2c1CCc1cc(S(=O)(=O)c3ccccc3)c(=O)n(C)c1-2
37) Cc1ccc(CS/C(=C\c2ccc([N+](=O)[O-])cc2)C(=O)c2ccc(F)cc2)cc1
38) Cc1c(Cc2ccccc2)c(=O)oc2c(C)c(OCc3n[nH]c(=S)o3)ccc12
39) COc1ccc(N2C(=O)C3C/C(=C/N(C)C)C(=O)N3C2N(C)C)cc1 (stereo unspecified)
40) N#CC(=O)Nc1ccc(F)cc1
compound no.,33,34,35,36,37,38,39,40
SK-MEL-28,107.9,·,44.5,102.5,93.5,109.8,107.3,121.8
SK-MEL-5,101.6,96.7,17.8,100.1,62.7,83.8,103.0,114.2
M14,113.2,103.7,28.8,106.4,40.8,99.3,99.1,100.7
HOP-92,114.9,97.8,92.1,70.1,96.2,57.8,104.7,104.2
A549/ATCC,109.5,98.5,88.0,101.5,85.0,26.9,96.5,98.8
EKVX,102.3,94.8,69.0,·,64.0,79.0,97.5,102.2
HOP-62,108.8,103.5,111.0,94.2,83.4,·,87.4,111.8
CCRF-CEM,106.3,99.4,39.8,95.9,5.0*,22.8,101.0,89.3

41) COC(=O)/C=C/c1cc(O)c2c(c1)C(C(=O)OC)C(c1ccc(O)c(O)c1)O2 (stereo unspecified)
42) O=C1CSC(N2N=C(c3cc4ccccc4o3)CC2c2c[nH]c3ccccc23)=NN1 (stereo unspecified)
43) CCNc1ccc(/C=C2\C=Cc3ccccc32)cc1
44) C=C1CC[C@H]2[C@@H]([C@H]3[C@@H](C)CC[C@@H]13)C2(C)C
45) O=C1Nc2ccc3c(c2/C1=C\c1cc2c(cc1Br)OCO2)OCO3
46) CCOc1ccc(NC(=O)Nc2ccc(OCC)cc2)cc1
47) Cn1cc(-c2nc(-c3cn(C)c4c(Cl)nccc34)cs2)c2ccccc21
48) COc1ccc(Nc2scc3[n+]2CCC3)cc1
compound no.,41,42,43,44,45,46,47,48
SK-MEL-28,53.0&55.3,96.7,112.0,118.1,19.4,101.3,102.6,107.7
SK-MEL-5,-13.7*,98.0,81.9,109.0,-19.9*,103.9,89.9,·
M14,6.7*,98.0,86.0,102.4,-6.5*,109.1,88.6,103.6
HOP-92,-0.3*!,86.3,80.3,83.4,-5.5*,106.5,95.1,101.5
A549/ATCC,20.3&31.5,104.4,96.3,88.9,27.9,95.9,73.5,97.8
EKVX,38.2&35.2,75.3,57.0,116.6,37.3,107.6,85.6,101.3
HOP-62,37.5&45.8,·,88.9,102.2,-21.3*,98.2,101.6,118.2
CCRF-CEM,16.0&13.5,88.2,105.6,91.6,10.0*,106.6,82.1,105.7

49) Cc1cc(N(CCCNc2ccnc3cc(Cl)ccc23)Cc2ccc3c(c2)OCO3)nc(N2CCCCC2)n1
50) Oc1ccc(-c2nnc(-c3cccnc3)o2)cc1
51) O=C(NC(Sc1ccc(Cl)cc1)C(=O)O)c1ccccc1 (stereo unspecified)
52) COc1ccc(-c2cc(N)n(-c3nc4ccccc4[nH]3)n2)cc1
53) CCc1nnc(Nc2ccc(Br)cc2)o1
54) Cc1c(C(=O)Nc2nc3ccccc3s2)nnn1-c1ccccc1Cl
55) CN(C)Cc1cc(C(C)(C)c2ccccc2)ccc1O
56) CCOC(=O)c1c2c(c(C)n1Cc1ccccc1)-c1ncncc1CC2
compound no.,49,50,51,52,53,54,55,56
SK-MEL-28,-81.9*,111.0,104.6,109.5,107.7,83.1,110.4,118.4
SK-MEL-5,-95.3*,96.1,101.5,101.1,103.6,70.6,91.1,96.2
M14,-86.0*,107.6,111.2,100.2,96.9,83.7,89.6,112.3
HOP-92,·,91.6,·,100.9,91.7,83.0,64.2,·
A549/ATCC,-32.8*,92.2,105.5,95.0,96.0,93.7,99.7,92.3
EKVX,2.2*,105.1,·,86.6,·,83.2,113.1,42.6
HOP-62,-45.1*,98.1,105.5,101.4,94.1,108.5,96.0,85.3
CCRF-CEM,-5.3*,105.3,58.7,101.6,96.1,91.2,101.5,104.9

57) CCc1c(OC)cc(OC)c(OC)c1O
58) O=C(O)C1CCC1
59) O=C(OCCCl)c1ccccc1C(=O)OCCCl
60) O=S(=O)(Oc1ccc(-c2ccc3sccc3c2)cc1)c1ccccc1
61) N#C/C(=C\c1ccc(-c2ccccc2)cc1)c1ccc([N+](=O)[O-])cc1
62) Cc1ccc(S(=O)(=O)N(Cc2ccccc2)c2ccccc2C(=O)NO)cc1
63) Clc1ccc(/C=N/N=c2\scc(-c3ccccc3)n2/N=C/c2ccc(Cl)cc2)cc1
64) CCN(CC)CC(O)CNCc1ccccc1 (stereo unspecified)
compound no.,57,58,59,60,61,62,63,64
SK-MEL-28,105.5,124.8,121.9,97.9,99.1,107.3,101.2,108.3
SK-MEL-5,101.6,99.8,107.4,94.4,87.9,100.7,105.9,106.6
M14,108.8,104.5,101.8,113.8,108.8,103.0,104.6,93.3
HOP-92,115.8,100.1,85.5,111.1,104.1,·,160.3,76.1
A549/ATCC,91.8,104.5,103.0,100.5,86.3,107.9,91.2,94.5
EKVX,95.7,·,111.4,95.8,91.3,·,90.3,98.3
HOP-62,109.1,92.1,105.5,112.8,90.1,107.0,100.7,95.4
CCRF-CEM,100.2,98.4,94.3,98.9,96.6,92.2,79.7,92.7

65) CCOC(=O)c1c(C(C)=O)c([Si](C)(C)C)c2cc(C)ccn12
66) O=C(CSc1nc2c(c(=O)[nH]1)CCCC2)NNC(=O)c1ccccc1Br
67) COc1ccc(-n2cc(-c3ccc(Br)cc3)nc2SCC(=O)c2ccc(C)cc2)cc1
68) O=C(Nc1ccc(Cl)c(Cl)c1)n1ncc2ccc([N+](=O)[O-])cc21
69) O=C(O)c1c[nH]c2ccccc2c1=O
70) O=C(CSc1nnc(-c2ccc(Cl)cc2)o1)Nc1ccc(C(=O)/C=C/c2ccc(Cl)cc2)cc1
71) CCOC(=O)c1ccc(-c2ccc3cc(OC)ccc3c2)nc1C
72) NC(=O)C(=CNC(=S)Nc1ccc(S(=O)(=O)Nc2ccccn2)cc1)C(N)=O
compound no.,65,66,67,68,69,70,71,72
SK-MEL-28,105.1,106.7,96.3,109.1,102.4,110.2,91.5,116.7
SK-MEL-5,100.6,102.2,86.3,101.0,101.3,94.1,107.2,95.5
M14,108.0,106.6,92.8,97.9,100.9,104.0,·,108.2
HOP-92,85.8,101.0,83.1,76.5,87.0,105.7,104.1,89.8
A549/ATCC,98.7,104.4,73.8,97.2,104.3,95.6,95.4,101.0
EKVX,90.4,100.7,90.0,·,103.3,128.7,99.4,101.0
HOP-62,100.3,101.4,58.9,85.1,94.9,95.8,106.8,102.4
CCRF-CEM,103.9,96.9,96.6,98.9,·,·,95.3,106.3

73) COc1ccc(NC(=O)Nc2ccc(OCC(=O)c3ccc(C#N)cc3)cc2)cc1
74) CCOC(=O)C1C(=O)Nc2nc3ccccc3n2C1c1cccs1 (stereo unspecified)
75) COc1ccc(CCNC(=O)C2CCN(c3nc(C(F)(F)F)ccc3C#N)CC2)cc1OC
76) COC1=C[C@@]23CCCN2CCc2cc4c(cc2[C@H]3[C@H]1OC(=O)[C@H](C)O)OCO4
compound no.,73,74,75,76
SK-MEL-28,99.8,94.2,105.1,103.8
SK-MEL-5,94.4,107.6,89.9,107.6
M14,106.8,101.1,99.1,104.0
HOP-92,129.9,79.8,87.0,·
A549/ATCC,92.8,108.0,86.9,103.7
EKVX,106.1,·,·,99.1
HOP-62,92.4,107.7,96.5,106.4
CCRF-CEM,94.9,·,99.4,96.7
